Screening results (PubChem)
MT stabilize HCS: microtubule stabilizers in HeLa cells, primary screen, imaging, high-content imaging; HeLa tubulin immunostaining HCS, 24 h; share of cells brighter than vehicle mean+2SD; % tubulin-high responders, % at 10 µM; 200,000 compounds, 0.83% hits; AID 2205, 2009;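 active = plate Z-score above 3 for both tubulin-high and condensed-nucleus cell shares, with cell loss under 80%, at 10 µM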;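 also: anti alpha tubulin signal scored within the nucleus-defined area of each cell; some results filed as inactive read as strong as hits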
Yfh1-off respiration: enhancers of respiration in Yfh1-depleted yeast, dose response, Friedreich's ataxia, plus single-dose screen (AID 1465) | 220,000 compounds, 0.074% hits | fold induction at 50 µM; hits with a dose series show EC50 in µM | S. cerevisiae Yfh1-off respiration, WST-1 reduction, 72 h; higher fold induction means a stronger effect;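 active = fold induction of absorbance versus untreated yeast above a set limit, then at least 30% activation at any dose in follow-up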;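 also: activators that raise dye reduction in frataxin-depleted yeast; strong numbers were not always called active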
Autophagy mod: autophagy modulators in MEF cells, primary screen, imaging, high-content, MEF GFP-LC3. MEF GFP-LC3 puncta imaging; test concentration mostly 10 µM. calls only at 10 µM (by protocol). 190,000 compounds, 0.98% hits;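 active = percentage of spot-positive cells more than 3 SD above its plate mean, without a fluorescence outlier flag or 80% toxicity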;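 also: spot-positive cell cutoff set from DMSO-treated cells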
WT yeast gro inh: growth inhibition of WT strain, primary screen, mitochondrial fusion inhibitor project, WT and mutant strains, chemical genetic; 190,000 compounds, 2.1% hits; inhibition, % at 10 µM; mitochondrial fusion phenotypic screen; in the data active = inhibition above about 58%; tested in S. cerevisiae
b-catenin transl: modulators of beta-catenin nuclear translocation, primary screen, imaging, HeLa cells, immunofluorescence, high-content. nuclear translocation activity, % at 5 µM. 190,000 compounds, 0.3% hits. AID 1665, 2009;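 active = nuclear translocation activity above 50% at 5 µM, with a well cell count of 50 or more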;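 also: per-cell ratio of nuclear to cytoplasmic median beta-catenin stain intensity; plate controls were DMSO negative control for no effect and GSK-3 inhibitor IX positive control for full effect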
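Read-out: Nuclear/cytoplasmic beta-catenin signal ratio, % activation | Assay system: Human HeLa cell line | Times: 24 h compound exposure at 37°C, 5% CO2 | Signal: Fluorescence imaging of beta-catenin antibody stain plus DAPI | Dosing: 5 µM primary, 0.02–20 µM confirmation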
human PMI inhibitors: human PMI inhibitors, high substrate, primary screen, biochemical, fluorescence intensity, high mannose 6-phosphate (AID 1220) | recombinant PMI enzyme, coupled fluorescence intensity; higher % means a stronger effect | one-dose inhibition, % at 20 µM; IC50 in µM for titrated hits | Mannose-6-phosphate isomerase (Homo sapiens) | 190,000 compounds, 0.66% hits
Ins promoter up: insulin promoter activators in MIN6 cells, imaging, high-content screening, mouse beta cells | MIN6 insulin promoter-GFP reporter; stronger effect = higher value | z-score at 5 µM | 190,000 compounds, 0.3% hits | AID 1625, 2009;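 active = z-score above 3 at 5 µM with at least 500 cells counted in the well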
human PMI inhibition: inhibitors of human PMI, primary screen, biochemical, fluorescence intensity, coupled assay (AID 1209) | Mannose-6-phosphate isomerase (Homo sapiens) | purified PMI enzyme, coupled fluorescence intensity; higher % means a stronger effect | inhibition, % at 20 µM, or IC50 in µM where a hit was titrated | 190,000 compounds, 0.42% hits;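 also: plate controls were DMSO vehicle for no effect and wells lacking substrate for full effect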
Dynein transport: inhibitors of GR-EGFP nuclear translocation, primary screen, dynein cargo transport inhibitor project, imaging, high-content, 3617.4 mouse cells; test concentration mostly 20 µM; stimulated with dexamethasone, 1 µM; stronger effect = lower value; z-score, hits read low; 220,000 compounds, 0.47% hits; AID 1381, 2008;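 active = plate z-score of nuclear minus cytoplasmic receptor signal below a set negative limit, without overly bright fluorescence or cell loss, cut at about -3.5 in these data, passing the limit was not always enough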;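 also: z-score of nuclear minus cytoplasmic ring GR-EGFP intensity difference per well; some compounds called inactive have numbers as strong as hits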
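Schedule: 48 h induction, then 1 h compound, then 30 min agonist, 37 °C. Buffer or medium: tetracycline-free induction medium containing charcoal-stripped FBS. Reagent: 1.0 µM final dexamethasone stimulus. Evaluation: nuclear versus cytoplasmic GR-EGFP signal, averaged per well. Signal: high-content fluorescence imaging after fixation.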
WT yeast gro inh mutant strain: recorded beside WT yeast gro inh, whose call it bears; inhibition, %; mitochondrial fusion phenotypic screen, mutant strain inhibition
Dynein transport cytoplasmic EGFP: further read-out of Dynein transport, marked with its call; z-score; measured here: cytoplasmic GR-EGFP intensity; stronger effect = higher value
Dynein transport nuclear GR-EGFP: further read-out of Dynein transport, marked with its call; z-score; measured here: nuclear GR-EGFP intensity;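 lower value marks the stronger effect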
Dynein transport cell count: further read-out of Dynein transport, marked with its call; z-score; measured here: cell count per field
Ins promoter up cell count: also measured in Ins promoter up; calls as there; cell count; measured here: cytotoxicity, nuclei count;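 total cells summed across four imaged fields per well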
b-catenin transl cell count 5 µM: also measured in b-catenin transl; calls as there; cell count; measured here: cell count, cytotoxicity flag
MT stabilize HCS Hoechst-high %: second read-out of MT stabilize HCS, no call of its own (marks repeat the call); % Hoechst-high responders; measured here: nuclear condensation Hoechst responders;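 share of cells brighter than vehicle mean plus two SD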
MT stabilize HCS cytotoxicity %: further read-out of MT stabilize HCS, marked with its call; toxicity, %; measured here: cytotoxicity by cell density;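 0% = mean cell density of plate MIN control wells and 100% = no cells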
Autophagy mod cell loss 18 h: recorded beside Autophagy mod, whose call it bears; toxicity, %; measured here: cell loss, nuclei count;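 cell loss after 18 h compound exposure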
Starred values were filed as active, the others as inactive; i = inactive; . = no result given; + = active, no number. Rule as the data show it, unless noted: active = inhibition above about 50%; inactive = the rest.

Second line of a record: MT stabilize HCS	MT stabilize HCS Hoechst-high %	MT stabilize HCS cytotoxicity %	Yfh1-off respiration	Autophagy mod	Autophagy mod cell loss 18 h	WT yeast gro inh	WT yeast gro inh mutant strain	b-catenin transl	b-catenin transl cell count 5 µM	human PMI inhibitors	Ins promoter up	Ins promoter up cell count	human PMI inhibition	Dynein transport	Dynein transport cytoplasmic EGFP	Dynein transport nuclear GR-EGFP	Dynein transport cell count
> CC1CCc2c(sc(NC(=O)C3c4ccccc4Oc4ccccc43)c2C(N)=O)C1 (stereo unspecified)
 : 1.6	3.2	11	i	i	9	2	-6	-1.1	1105	-14%	-0.38	1580	-6%	-0.4	-0.3	-0.53	0.57
> COc1cccc(C(=O)Nc2ccc(NC(=O)c3ccco3)c(Cl)c2)c1
 : 2.2	2.0	8.5	i	i	-66	3	3	-4.7	561	0%	.	.	0%	-0.69	-0.22	-0.26	0.83
> C=CCOC(=O)C1=C(C)NC(SCC(=O)OCC)=C(C#N)C1c1ccc(O)c(OC)c1 (stereo unspecified)
 : 3.9	4.0	4.5	i	i	-1	8	4	-8.2	994	19%	-0.56	1321	10%	-0.35	-0.11	-0.09	0.34
> CCN1C(=O)c2ccccc2S(=O)c2ccc(C(=O)N3CCN(C(=O)c4ccco4)CC3)cc21 (stereo unspecified)
 : 1.6	2.4	8.9	i	i	21	10	6	-2.4	1168	18%	.	.	19%	1.2	-0.11	0.76	-0.16
> O=C(CSc1ccccn1)Nc1nc2c(ccc3ccccc32)s1
 : 2.3	1.6	7.1	i	i	-14	49	32	0.5	907	24%	.	.	29%	-0.73	-0.33	-0.63	0.64
> Cn1c(=O)c2nc(Cl)c(-c3ccccc3)nc2n(C)c1=O
 : 3.1	3.5	8.0	i	i	12	25	9	-0.8	877	5%	.	.	13%	-0.57	-0.23	-0.47	0.29
> Cc1cccc(-c2cc(C(=O)NCCCn3ccnc3)c3ccccc3n2)c1
 : 2.5	1.6	5.2	i	i	20	3	19	-2.6	961	3%	0.38	1287	8%	-0.13	-0.2	-0.23	-0.7
> CC(=O)c1c(C)[nH]c(C(=O)N(CCc2ccccc2)Cc2ccccc2)c1C
 : 1.7	3.3	13	i	i	1	-5	1	-0.9	1195	-8%	-0.42	1212	-6%	-1	1.2	-0.3	0.74
> CC1CCN(CCC(=O)N2CCCc3c2c(=O)oc2ccc(O)cc32)CC1
 : 3.1	4.9	5.7	i	i	-8	.	.	1.1	1320	14%	-1.9	1338	6%	-0.72	-0.17	-0.18	1.4
> COc1ccc2c(c1O)Cc1ccccc1C2=O
 : 2.1	1.7	11	i	i	8	12	-12	-3.7	470	45%	0.48	1323	11%	-0.89	0.21	-0.78	0.66
> CC(=O)N/N=C(\C)CC(=O)NC(C)(C)C
 : 1.8	2.1	5.6	i	i	-9	-14	-28	2.5	1028	5%	-0.67	1286	0%	0.57	-0.21	0.19	-0.18
> COc1ccc2[nH]c(=O)c(CN(Cc3cccs3)S(=O)(=O)c3c(C)ccc4nsnc34)cc2c1
 : 0.7	2.3	17	i	i	13	18	-23	-8.3	1188	-5%	.	.	-2%	-0.3	-0.27	-0.13	-0.57
> CN1CCN(S(=O)(=O)c2ccc(Cc3ccc(S(=O)(=O)N4CCN(C)CC4)cc3)cc2)CC1
 : 3.1	1.6	5.2	i	+	-5.1*	-11	-8	-6.9	1014	-1%	-0.74	1088	-4%	3.3	-0.23	2.6	-1.6
> CC(OC(=O)CN1C(=O)NC(C)(C)C1=O)C(=O)c1ccccc1 (stereo unspecified)
 : 1.6	1.3	5.3	i	i	37	4	5	.	.	0%	0.45	908	5%	1	-0.11	0.77	-1.1
> Cc1ccc(OCC(=O)N(Cc2cccs2)C2CCS(=O)(=O)C2)cc1 (stereo unspecified)
 : .	.	.	i	.	.	.	.	1.1	1414	.	0.1	1132	.	0.1	-0.19	0.039	0.52
> COc1cc(/C=N/NC(=O)[C@H](Cc2c[nH]c3ccccc23)NC(=O)OCC(C)C)cc([N+](=O)[O-])c1O
 : 1.6	2.9	16	i	i	3	-2	-16	2.3	1096	14%	0.25	1487	7%	0.42	-0.32	-0.12	0.072
> COc1ccc2nc(NC(=O)C3CCN(S(=O)(=O)c4cnc[nH]4)CC3)sc2c1
 : 2.4	2.4	4.9	i	i	16	6	-8	-1.4	1112	2%	0.11	1340	5%	-0.78	-0.18	-0.13	-0.34
> O=C(c1ccccc1)c1ccc(OCCCN2CCCC2)cc1
 : 3.0	2.6	13	i	i	-6	-4	5	0.2	921	-10%	0.2	1370	-9%	0.24	-0.2	0.26	-0.15
> COc1cc(CCCN2C(=O)C(=O)NC[C@@H]2CCCCN)cc(OC)c1OC
 : .	.	.	i	.	.	.	.	-1.9	1385	.	1.1	899	.	2.3	-0.78	1	-0.91
> CC(=O)OC[C@H]1O[C@H](CCO/N=C(\C)CCN2CCCc3nc(C)c(C)cc32)C=C[C@@H]1OC(C)=O
 : 2.4	3.3	5.7	i	i	-11	-19	-9	.	.	7%	1.5	1260	-4%	-0.6	-0.24	0.23	0.45
> Cc1c(C(=O)O)cnc2cc(-c3ccc(Cl)cc3)nn12
 : 2.6	2.8	4.5	i	i	5	0	-3	-1.3	1186	7%	1.2	2034	8%	-0.36	-0.12	0.16	0.12
> NC(=O)c1c(-c2ccc(Cl)cc2Cl)csc1NC(=O)Cc1ccccc1
 : 1.4	3.2	8.8	i	i	10	2	-4	-3.1	1141	3%	-0.72	523	18%	-0.65	-0.23	-0.056	-0.037
> O=C(NCCOCc1ccc(Cl)cc1)c1ncn[nH]1
 : 2.2	1.0	3.0	i	i	6	0	4	-1.6	996	-9%	0.21	1321	-8%	0.73	-0.0029	0.61	-0.27
> CC1CCC(NC(=O)COc2ccccc2C(N)=O)CC1 (stereo unspecified)
 : 1.5	0.8	9.3	i	i	0	-5	-8	-1.2	1032	-9%	0.56	895	3%	0.63	-0.18	0.99	0.24
> N#Cc1cc([N+](=O)[O-])ccc1N1CCCC1
 : 7.5	7.3	1.7	i	i	-11	-6	-7	-2.5	540	5%	-5.7	588	-7%	-1.2	-0.31	-0.9	1.1
> O=C(NC(=S)N1CCCCCC1)C1CC1
 : 2.0	3.0	6.5	i	i	-10	-1	-17	.	.	-18%	1	1374	-5%	-0.16	-0.3	-0.18	-0.3
> CC1CCCC(C)N1C(=O)COc1ccc(-c2nnco2)cc1 (stereo unspecified)
 : 1.5	2.1	11	i	i	-13	-6	2	-3.0	1010	-7%	0.03	1337	-2%	-1.2	-0.12	-0.51	0.97
> Cc1ccc(Cl)cc1N1CCN(C(=O)c2cc3c(=O)[nH]c4ccccc4c3n2C)CC1
 : 7.5	6.1	13	i	i	4	29	-21	-0.8	522	-6%	-1.4	850	-2%	0.055	-0.27	1.1	-0.82
> O=C1c2ccccc2NC2(CCCCC2)N1c1ccc(O)cc1
 : 3.9	1.7	8.9	i	i	4	-1	-3	0.1	1064	11%	-0.41	1315	15%	2.6	-0.099	1.7	-2.2
> CSc1cccc(NC(=S)N(Cc2ccc(C)cc2)Cc2cccnc2)c1
 : 1.8	1.3	8.6	i	i	21	67*	25*	-0.6	1099	17%	-0.64	1188	11%	-0.72	-0.27	-0.39	0.14
> COc1ccc(-n2ncc3c(NC(C)C)ncnc32)cc1
 : 4.0	3.1	4.2	i	i	10	5	3	-3.5	985	-3%	-1.4	1440	0%	-0.32	-0.18	-0.0082	0.14
> CSCC[C@H](NC(=O)Nc1ccc(OC(F)(F)F)cc1)C(=O)O
 : .	.	.	i	.	.	.	.	-3.0	1059	.	-0.04	1407	.	0.17	-0.29	-0.33	0.56
> NC1=NC(=O)/C(=C/c2cn(Cc3ccccc3)c3ccccc23)S1
 : 7.6	3.2	7.6	i	i	17	-19	2	6.2	848	-8%	-0.41	1282	-2%	0.6	-0.24	0.099	-0.6
> CCN1CCN(C(=O)c2cc3cc4cc(OC)ccc4nc3s2)CC1
 : 4.3	2.9	7.1	.	i	20	10	-2	0.8	918	8%	1.4	1151	11%	-0.34	-0.096	0.099	-0.61
> CCC(=O)NC1(C(F)(F)F)C(=O)Nc2c1c(=O)[nH]c(=O)n2Cc1ccco1 (stereo unspecified)
 : 5.6	2.8	11	i	i	-7	-14	-10	-0.5	1139	-13%	1.1	895	-11%	2.4	0.16	2.4	-2.7
> COc1ccc(C(=O)COC(=O)CN2C(=O)C3C4C=CC(C4)C3C2=O)cc1 (stereo unspecified)
 : 4.8	2.5	13	i	i	-4	3	-4	-6.3	1149	-3%	0.2	1212	1%	-0.67	-0.18	0.015	-0.16
> CCOC(=O)N1CCC(N2C(=O)c3ccccc3C2Nc2ccc(S(=O)(=O)N3CCCCC3)cc2)CC1 (stereo unspecified)
 : 5.1	1.7	4.9	i	i	-25	7	-4	-1.4	1154	-7%	-0.36	1362	-6%	-0.17	-0.17	0.19	-0.46
